Screening data: PubChem, Broad Institute
Cneo AK release = causes C. neoformans cell lysis; adenylate kinase release luminescence, 4 h; normalised: neutral wells 0, clomiphene wells 100; lysis activity, % at 15 µM; hit rate 0.2% among 360,000;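 active means mean lysis activity across replicates of at least 80%, whatever share of replicates individually reach that level; inactive means mean lysis activity below 80%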
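Test system: log-phase Cryptococcus neoformans yeast cells. Input: 5 × 10^6 yeast cells/mL. Medium: fresh YPD growth medium. Doses: single dose. Incubation: static 4 h at 37 °C with compound, 1 h detection. Measured by: luminescent adenylate kinase detection reagent. Read-out: signal increase indicating cell lysis. Benchmarks: Clomiphene.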
ERAP1 inh = blocks human ERAP1 aminopeptidase activity | inhibition, % at 10.7 µM | recombinant ERAP1, Leu-AMC fluorescence, 60 min | hit rate 0.15% among 340,000;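 active means mean replicate inhibition of at least 30%, or all replicates individually reaching that 30% level; inactive means mean below 30% and not every replicate reaching it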;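 further: 0% = neutral control wells and 100% = L-leucinethiol positive control wells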
E-selectin induc = E-selectin induction on HUVECs. P16581. HUVEC E-selectin immunofluorescence imaging; normalized: neutral wells 0, TNF-alpha wells 100. activation, % at 7.58 µM. hit rate 0.37% among 260,000;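 active means mean E-selectin-positive cell signal at least 10% of the positive control, reached in at least 60% of replicates, without over 20% cell loss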;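 further: in these data hits start at about 27%; measured in HUVEC primary endothelial cells; signal is the percent of cells scored E-selectin positive by PE staining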
Target sequence (P16581 whole entry, looked up): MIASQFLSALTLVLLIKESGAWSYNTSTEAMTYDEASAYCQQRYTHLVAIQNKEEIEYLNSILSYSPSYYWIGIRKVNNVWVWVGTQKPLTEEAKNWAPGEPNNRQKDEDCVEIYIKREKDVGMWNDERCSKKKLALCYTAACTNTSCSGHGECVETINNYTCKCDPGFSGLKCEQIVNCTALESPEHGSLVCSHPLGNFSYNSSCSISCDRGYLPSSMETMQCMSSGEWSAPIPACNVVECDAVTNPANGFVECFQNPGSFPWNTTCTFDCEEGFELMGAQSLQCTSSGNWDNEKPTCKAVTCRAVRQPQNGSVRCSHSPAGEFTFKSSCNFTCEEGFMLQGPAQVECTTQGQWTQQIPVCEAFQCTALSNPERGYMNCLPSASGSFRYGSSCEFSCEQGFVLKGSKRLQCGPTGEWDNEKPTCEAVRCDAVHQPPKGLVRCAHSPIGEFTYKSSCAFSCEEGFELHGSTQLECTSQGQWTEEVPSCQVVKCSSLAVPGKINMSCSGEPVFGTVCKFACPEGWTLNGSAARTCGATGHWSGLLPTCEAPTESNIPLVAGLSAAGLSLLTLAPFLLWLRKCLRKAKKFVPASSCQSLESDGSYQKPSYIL
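System: HUVEC / Compound: single concentration / Signal: immunofluorescence imaging / Read-out: percent E-selectin-positive cells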
miR-122 sensor = miR-122 inhibition in Huh7 cells | hit rate 0.3% among 340,000 | AID 602342 | Huh7 miR-122 Renilla luciferase sensor, 48 h; neutral wells = 0, positive control = 100 | activation (reporter increase), % at 12.5 µM;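 active means mean replicate activation score at least 90 and every replicate individually at or above 90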;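 further: higher luciferase means less miR-122 activity so hits act as miR-122 inhibitors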
PglD DTNB = PglD (C. jejuni) enzyme inhibition; purified PglD enzyme, DTNB colorimetric CoA detection; inhibition, % at 12.5 µM; hit rate 0.098% among 360,000; in the data active means inhibition above about 16%, passing the limit was not always enough; further: strong numbers were not always called active
RAD52 inh = inhibitors of human RAD52 DNA annealing; P43351; recombinant RAD52 DNA annealing, FRET fluorescence; inhibition, % at 18.7 µM; hit rate 0.46% among 360,000; AID 651710;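 active means every replicate showing at least 50% inhibition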
Target sequence (P43351 whole entry, looked up): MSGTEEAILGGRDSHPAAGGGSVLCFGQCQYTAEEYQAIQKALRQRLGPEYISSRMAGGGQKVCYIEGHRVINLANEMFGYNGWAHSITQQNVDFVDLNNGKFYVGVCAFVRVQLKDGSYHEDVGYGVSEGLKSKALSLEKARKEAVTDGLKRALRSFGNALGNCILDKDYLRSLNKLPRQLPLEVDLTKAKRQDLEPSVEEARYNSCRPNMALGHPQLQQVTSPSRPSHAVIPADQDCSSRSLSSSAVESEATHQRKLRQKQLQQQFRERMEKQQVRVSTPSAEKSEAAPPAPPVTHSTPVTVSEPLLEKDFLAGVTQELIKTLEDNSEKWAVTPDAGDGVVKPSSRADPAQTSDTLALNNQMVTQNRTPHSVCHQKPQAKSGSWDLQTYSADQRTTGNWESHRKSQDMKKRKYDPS
PGC1a acetyl inh = PGC1a acetylation modulation, inhibitor mode | U2OS PGC1a acetylation, AlphaScreen anti-acetyl-lysine; with virally co-expressed GCN5 acetyltransferase | inhibition, % at 15.6 µM | hit rate 0.17% among 350,000;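 active means every replicate shows inhibition of at least 40%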;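 further: 0% = neutral control wells and 100% = positive control wells; some results beyond the cut were filed as inactive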
RAD54 branch = blocks human RAD54 Holliday junction branch migration; FAM/BHQ fluorescence; Q92698; hit rate 0.14% among 360,000; inhibition, % at 10.4 µM;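 active means mean normalized replicate activity at least 40 and at least half of replicates scoring 40 or more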;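 further: 0% = median of neutral control wells and 100% = median of positive control wells; inhibitors cause a drop in the FAM fluorescence signal; in these data hits start at about 50%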
An asterisk follows results filed as active; x = no result given; & = joins results of further samples; [ ] = another dose, or the depositor's remark.

item	SMILES	miR-122 sensor	PglD DTNB	Cneo AK release	E-selectin induc	ERAP1 inh	RAD52 inh	RAD54 branch	PGC1a acetyl inh
1	Cc1ccc(S(=O)(=O)CCNC(=O)Cc2ccccc2)cc1	-3	1	0	x	-5	-19	-5	-3
2	O=S(=O)(c1ccc2c(c1)OCCO2)C1CCC(S(=O)(=O)c2c(F)cccc2F)CC1 (stereo not drawn)	-1	-4	-4	0.0	4	-10	8	14
3	O=C(C[C@@H]1C[C@H]2c3cc(NC(=O)c4cccnc4)ccc3O[C@H]2[C@H](CO)O1)NCc1cc(F)ccc1F	1[16.7 µM]	-1	5	0.0	1	-6	0	-5
4	C[C@@H]1CN([C@H](C)CO)C(=O)c2cc(C#CCc3ccccc3)cnc2O[C@H]1CN(C)C(=O)Cc1cccnc1	x	x	x	1.4	3	2	x	-5
5	CC(=O)Nc1ccc(S(=O)(=O)N2CCC(C(=O)c3ccc(F)cc3)CC2)cc1	6	4	0	x	1	-11	0	x
6	CC(=O)c1ccc(N2CCN(C(=O)c3cn(Cc4ccccc4)nc3-c3cccnc3)CC2)c(F)c1	29	-2	2	-0.7	3	-28	-10	5
7	Cc1cc(C(=O)NC2CCCCC2)c(C)n1-c1ccc(F)cc1	0	3	-3	x	x	x	0	-13
8	Cc1c(C(=O)OCC(=O)N(C)Cc2ccccc2)oc2ccccc12	4	-7	0	-2.6	-1	-6	-5	2
9	COCC#Cc1cnc2c(c1)C(=O)N([C@@H](C)CO)C[C@H](C)[C@H](CN(C)C(=O)C1CC1)O2	-4[16.7 µM]	0	1	-0.5	-3	15	2	3
10	CCNC(=O)C1(C)CCCN(Cc2ccccc2-c2ccccc2)C1 (stereo not drawn)	3	-2	0	0.0	4	-20	-15	-7
11	C[C@@H]1CN([C@H](C)CO)C(=O)c2cc(NS(C)(=O)=O)ccc2O[C@H]1CN(C)S(=O)(=O)c1ccc(Cl)cc1	1[16.7 µM]	4	-3	-3.6	6	4	-2	-2
12	COc1ccccc1/C=C\C(=O)NCC(=O)N/N=C/c1ccc(O)cc1O	0	5	1	-0.3	2	-3	-13	-6
13	COC(=O)NNC(=S)Nc1ccc(Br)cc1	0	4	2	3.4	2	-2	3	-13
14	CC1CC(C)CN(S(=O)(=O)c2ccc(C(=O)OCC(=O)Nc3ccccc3)cc2)C1 (stereo not drawn)	-5	-1	0	-0.1	-7	3	3	2
15	COc1ccccc1CC(=O)Nc1ccc(-c2noc(COc3ccc(Cl)c(C)c3)n2)cc1	0	-2	2	x	x	x	-13	x

Whole records, looked up by structure. Values in the order: miR-122 sensor, PglD DTNB, Cneo AK release, E-selectin induc, ERAP1 inh, RAD52 inh, RAD54 branch, PGC1a acetyl inh
Listed for `O=C(C[C@@H]1C[C@H]2c3cc(NC(=O)c4cccnc4)ccc3O[C@H]2[C@H](CO)O1)NCc1cc(F)ccc1F` : 1[16.7 µM], -1, 5, 0.0, 1, -6, 0, -5
Listed for `Cc1c(C(=O)OCC(=O)N(C)Cc2ccccc2)oc2ccccc12` : 4, -7, 0, -2.6, -1, -6, -5, 2

(continued)
item	SMILES	miR-122 sensor	PglD DTNB	Cneo AK release	E-selectin induc	ERAP1 inh	RAD52 inh	RAD54 branch	PGC1a acetyl inh
16	C[C@H](CO)N1C[C@H](C)[C@@H](CN(C)Cc2ccc3c(c2)OCO3)Oc2ccc(NC(=O)Cn3cnnn3)cc2CC1=O	-3[16.7 µM]	1	-2	x	2	10	-1	-3
17	CCC(=O)Nc1ccc2c(c1)C(=O)N(C)[C@H]1CC[C@@H](CC(=O)NCCCN(C)C)O[C@H]1CO2	-3[16.7 µM]	-4	0	0.0	1	10	-3	-2
18	c1ccc2c(c1)sc1nnnn12	2	-1	1	x	x	x	-17	5
19	CCOC(=O)Nc1ccc2c(c1)Sc1ccccc1N2C(=O)CCN1CCOCC1	5	5	2	x	x	x	7	-5
20	Cc1ccc(S(=O)(=O)N2CCCCC2)cc1NC(=O)CSc1ncccn1	x	-2	-2	-1.7	3	-7	-3	x
21	Cc1cccc(NC(=O)c2ccc(Cl)c(S(=O)(=O)N3CCc4ccccc43)c2)n1	21	4	-2	x	1	-10	6	-5
22	CC(=O)N1CCCCN2[C@H](C1)[C@@H](c1ccc(-c3ccc(C)cc3)cc1)[C@@H]2CO	-8[16.7 µM]	-9	0	0.0	4	5	-3	-11
23	COc1ccccc1S(=O)(=O)N1C[C@H](O)COC[C@@H]2O[C@H](CC(=O)O)CC[C@H]21	-1[16.7 µM]	5	0	0.2	-1	13	-15	6
24	O=[N+]([O-])c1ccccc1/C=C/c1ccc2ccccc2n1	4	3	7	x	-2	-15	12	-4
25	Cc1ccc(N2C(=O)CC(Nc3cccc4ccccc34)C2=O)cc1 (stereo not drawn)	-2	6	-6	x	x	-7	1	2
26	CCN(CC)C(=O)c1ccc(CS(=O)(=O)c2ccc(Br)cc2)cc1	2	-3	-1	-0.2	13	-2	-3	-4
27	COC(=O)c1sc(NC(=S)NC(=O)c2cc(OC)c(OC)c(OC)c2)nc1C	-8	5	3	x	-3	-8	1	-5
28	Cc1cc(C)c(C(=O)Cn2nc(C(=O)O)c3ccccc3c2=O)cc1C	-9	-1	10	0.2	1	2	7	5
29	CC1COCC(C)N1C1=C(Cl)C(=O)c2ccccc2C1=O (stereo not drawn)	x	-3	-8	-0.4	4	-30	-4	-14
30	COc1ccc(OCC(=O)Nc2ccc(S(=O)(=O)N3CCCCCC3)cc2)cc1	3	-8	-1	x	x	x	-2	-9
31	Cc1nnc(SCCn2c(N3CCC(C)CC3)nc3c2c(=O)[nH]c(=O)n3C)s1	-11	5	-2	x	x	x	2	1
32	CC(C(=O)Nc1cc(C(F)(F)F)ccc1N1CCOCC1)N1C(=O)C2CC=CCC2C1=O (stereo not drawn)	-8	2	1	x	x	x	-1	10
33	Cc1cc(NC(=O)c2ccc([N+](=O)[O-])cc2Cl)ccc1NC(=O)c1ccco1	-3	4	-2	-0.5	0	-15	1	-7
34	Cc1cccc(NC(=O)C2CCN(C(=O)c3ccccc3C)CC2)n1	1	0	-1	x	0	-16	-3	11
35	Nc1cc(-c2cccc(F)c2)nn1S(=O)(=O)c1cccc2nsnc12	7	1	2	0.3	3	6	-6	-5
36	CC(C)C[C@@H](CNCC(=O)[C@H](CC(=O)O)NC(=O)c1[nH]cnc1C(=O)N[C@H](CN)CC(C)C)NC(=O)c1nc[nH]c1C(=O)N[C@@H](C)C(=O)O	-3	-4	-1	-0.1	x	-15	-11	8
37	O=C(C[C@@H]1C[C@@H]2c3cc(NS(=O)(=O)c4ccc(F)cc4)ccc3O[C@@H]2[C@@H](CO)O1)NC1CCCCC1	-1	-1	1	3.2	10	-9	-3	-9
38	O=C(COc1ccc(Cl)cc1)N1CCN(S(=O)(=O)c2cc(F)ccc2F)CC1	-7	-2	4	-0.1	-3	-16	-12	-3
39	CCOc1ccc(OCCSc2nc3ccccc3n2CC(=O)O)cc1	-1	0	2	-0.1	-2	-8	-8	-19
40	O=S1(=O)N[C@@H](Cc2ccccc2)COc2ccc(Cl)cc21	9	6	-1	-1.5	x	-12	-3	-3
41	CC(C)CC1Nc2ncnc(N3CCN(c4ccccn4)CC3)c2N(Cc2ccc(Cl)cc2)C1=O (stereo not drawn)	-1&6	-3&2	18&2	-0.1&0.0	1&1	-2&-22	2&1	-21&-11
42	O=C(O)CC1=C(c2ccc(F)cc2)CCC1=O	-9	-3	0	0.0	-4	15	-10	-13
43	COc1ccc2nc(SCC(=O)N3CCNC3=O)[nH]c2c1	-3	1	x	x	-5	-11	0	-8
44	C=CCN1CCc2cc(O)c(O)cc2C(c2ccccc2)C1 (stereo not drawn)	-2	1	3	0.5	-2	4	-1	7
45	Cc1ccccc1NC(=O)CSc1ccncc1	10	-7	-3	x	2	-34	4	-1
46	COc1cc(C2C3=C(COC3=O)Oc3cc4c(cc32)OCO4)cc(OC)c1OC (stereo not drawn)	37	x	x	1.2	-1	-3	x	-5
47	CC(=O)c1c(C)[nH]c(C(=O)OCC(=O)Nc2sc3c(c2C#N)CCC(C)C3)c1C (stereo not drawn)	-1	1	-6	-1.6	x	-20	1	-1
48	C[C@H]1CN([C@@H](C)CO)S(=O)(=O)c2ccc(C3=CCCCC3)cc2O[C@@H]1CN(C)Cc1ccccn1	46[16.7 µM]	2	2	0.1	3	27	-12	-20
49	CCCN1C[C@H](C)[C@H](OC)CN(C)C(=O)c2ccc(NC(=O)c3ccccc3F)cc2OC[C@H]1C	x	-6	-3	-0.2	x	0	-6	6
50	O=C(NCc1cccnc1)C1COc2ccccc2O1 (stereo not drawn)	-4	0	-4	x	x	x	10	3
51	C[C@H]1CN([C@@H](C)CO)S(=O)(=O)c2ccc(-c3cccc(F)c3)cc2O[C@H]1CN(C)S(=O)(=O)c1ccc(F)cc1	2[16.7 µM]	0	-6	-0.3	0	4	8	8
52	Cc1cc(N2CCOCC2)ccc1/C=C1\NC(=O)N(Cc2ccccc2F)C1=O	-1	x	x	5.3	-1	-86	x	-10
53	Cn1c(=O)c2c(-c3ccccc3)n(-c3cc([N+](=O)[O-])ccc3O)cc2n(C)c1=O	-13	x	x	0.0	2	-12	x	-34
54	CCN(C(=O)N1CCOCC1)c1ccccc1	-7	4	2	x	-4	-2	3	-1
55	Cc1ccc(C)c(-c2ccc(=O)n(Cc3c(F)cccc3Cl)n2)c1	1	0	-3	x	-2	-8	5	-1
56	Clc1ccc(C=NN2CCCCCC2)cc1Cl	-8	8	2	-1.0	2	-4	-10	10
57	O=C(NCCCNC(=O)c1ccco1)c1ccc(Cl)c(Cl)c1	0	5	24	0.0	-2	-12	-2	1
58	CC(=O)N(C)C[C@H]1Oc2ncc(C#Cc3ccccc3)cc2C(=O)N([C@@H](C)CO)C[C@H]1C	4[16.7 µM]	-2	-1	-0.1	2	15	-10	8
59	O=c1[nH]c2cc(Cl)c(Cl)cc2o1	-5	4	-2	1.8	4	34	13	x
60	CN(C)C(=O)C1Cc2ccccc2CN1S(=O)(=O)c1cccs1 (stereo not drawn)	6	x	x	-0.2	-4	-17	x	-16
61	O=C(COc1ccccc1)Nc1ccc(Cl)cn1	-23	-5	1	-1.0	1	1	2	x
62	CN(C)CCCNC(=O)c1cc(C(=O)c2ccccc2F)c[nH]1	-9	5	1	x	-4	-3	-13	-7
63	C[C@@H]1CN([C@H](C)CO)C(=O)CCCn2nncc2CO[C@H]1CN(C)C	-2	2&1	1&-3	x	-3&0	-14&4	-1&14	-6&5
64	Cc1ccc(-c2ccc([C@H]3[C@H](CO)N4C(=O)CN(C(=O)Nc5ccc(F)cc5)C[C@@H]34)cc2)cc1	x	x	x	-0.5	1	-2	x	-3
65	Cc1cc(C)c2ccc(=O)n(CC(=O)N/N=C/c3ccccc3Cl)c2n1	x	3	3	0.0	-2	-12	-6	4
66	Cc1c(N=C2NN=C(c3ccc(Cl)cc3)CS2)c(=O)n(-c2ccccc2)n1C	1	-3	4	x	-2	-40	2	1
67	CC(C)CN(CC(C)C)c1nnc(NC(=O)Cn2c(=O)oc3ccccc32)s1	-5	0	0	-0.2	1	8	-10	9
68	O=C1CS(=O)(=O)c2ccccc2N1	-11	6	5	0.4	2	-8	-3	-1
69	O=C(/C=C/c1cn(-c2ccccc2)nc1-c1cccc(Cl)c1)N1CCN(c2ccccn2)CC1	x	x	x	1.0	0	1	x	-7

Sorted by value in ERAP1 inh (low to high): 4 from the list above
| # | smiles | miR-122 sensor | PglD DTNB | ERAP1 inh | RAD52 inh | PGC1a acetyl inh |
| --- | --- | --- | --- | --- | --- | --- |
| 62 | CN(C)CCCNC(=O)c1cc(C(=O)c2ccccc2F)c[nH]1 | -9 | 5 | -4 | -3 | -7 |
| 66 | Cc1c(N=C2NN=C(c3ccc(Cl)cc3)CS2)c(=O)n(-c2ccccc2)n1C | 1 | -3 | -2 | -40 | 1 |
| 69 | O=C(/C=C/c1cn(-c2ccccc2)nc1-c1cccc(Cl)c1)N1CCN(c2ccccn2)CC1 | x | x | 0 | 1 | -7 |
| 68 | O=C1CS(=O)(=O)c2ccccc2N1 | -11 | 6 | 2 | -8 | -1 |
